# Bioassay records (PubChem BioAssay)
# LYPLA1 counter: LYPLA1 inhibitors, primary screen, counter-screen for PME1 inhibitor project, biochemical, fluorescence polarization, FP-Rh probe ABPP. Acyl-protein thioesterase 1 (Homo sapiens), O75608. recombinant LYPLA1. inhibition, % at 5.9 µM. actives 0.16% (n = 320,000). AID 2174, 2009;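 active means inhibition above the mean of all tested compounds plus 3 SD, set per campaign, cut at about 14% in these data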;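 further: inhibitors block serine hydrolase probe labeling of LYPLA1 so polarization falls; 0% = enzyme with DMSO and 100% = wells lacking LYPLA1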
# Target sequence (O75608 whole entry, looked up): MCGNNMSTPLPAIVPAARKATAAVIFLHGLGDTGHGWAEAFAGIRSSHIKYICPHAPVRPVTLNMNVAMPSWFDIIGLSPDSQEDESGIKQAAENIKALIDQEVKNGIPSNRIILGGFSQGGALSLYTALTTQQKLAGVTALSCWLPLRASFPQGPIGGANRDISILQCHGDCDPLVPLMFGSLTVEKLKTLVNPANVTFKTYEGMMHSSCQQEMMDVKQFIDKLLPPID
# GSTO1 inh: inhibitors of recombinant GSTO1, primary screen, counter-screen for RBBP9 inhibitor project, biochemical, fluorescence polarization. Glutathione S-transferase omega-1 (Homo sapiens), P78417. activity-based probe fluorescence polarization. inhibition, % at 5.96 µM. actives 1.1% (n = 300,000). AID 1974, 2009;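 active means inhibition above the campaign mean inhibition plus 3 SD, cut at about 35% in these data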;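 further: 0% = GSTO1-1 with DMSO and 100% = wells lacking GSTO1-1 enzyme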
# Target sequence (P78417 whole entry, looked up): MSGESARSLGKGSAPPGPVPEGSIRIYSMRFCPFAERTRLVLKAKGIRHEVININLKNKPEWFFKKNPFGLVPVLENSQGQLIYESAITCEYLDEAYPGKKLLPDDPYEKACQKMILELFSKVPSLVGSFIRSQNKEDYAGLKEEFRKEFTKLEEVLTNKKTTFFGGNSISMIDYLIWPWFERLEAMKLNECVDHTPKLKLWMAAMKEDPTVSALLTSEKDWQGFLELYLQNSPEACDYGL
# PREPL inh: PREPL enzyme inhibitors, primary screen, biochemical, fluorescence polarization; actives 0.68% (n = 320,000); inhibition, % at 5.96 µM; Prolyl endopeptidase-like (Homo sapiens), Q4J6C6; recombinant PREPL, fluorescence polarization activity-based probe; in the data active means inhibition above about 43%;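 further: 0% = enzyme with DMSO and 100% = wells lacking enzyme; many of its hits are not listed in these tables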
# PAD4 FP inh: human PAD4 inhibitors, primary screen, biochemical, fluorescence polarization, 1536-well format; recombinant PAD4, RCA probe fluorescence polarization; inhibition, % at 6.36 µM; actives 0.41% (n = 330,000); AID 485272, 2010;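 active means percent inhibition above a cutoff equal to the mean of all tested compounds plus 3 SD, cut at about 15% in these data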;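 further: 0% = PAD4 with RCA probe and DMSO and 100% = probe without PAD4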
# LYPLA2 inh: LYPLA2 inhibitors, primary screen, counter-screen for PME1 inhibitor project, biochemical, fluorescence polarization, FP-Rh probe ABPP | recombinant LYPLA2 | actives 0.38% (n = 320,000) | inhibition, % at 5.9 µM;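 active means inhibition above the screen-wide mean plus 3 SD, limit set per campaign, cut at about 26% in these data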;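 further: 0% = LYPLA2 with DMSO and 100% = wells lacking LYPLA2 enzyme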
# Target sequence (O95372 whole entry, looked up): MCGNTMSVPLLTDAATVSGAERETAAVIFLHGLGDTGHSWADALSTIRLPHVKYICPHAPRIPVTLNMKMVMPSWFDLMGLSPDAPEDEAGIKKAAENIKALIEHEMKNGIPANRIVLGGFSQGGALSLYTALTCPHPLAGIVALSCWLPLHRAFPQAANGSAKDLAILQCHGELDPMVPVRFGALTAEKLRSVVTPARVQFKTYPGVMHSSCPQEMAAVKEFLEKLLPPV
# PAFAH2 FP inh: PAFAH2 enzyme inhibitors, primary screen, biochemical, fluorescence polarization, human; Platelet-activating factor acetylhydrolase 2, cytoplasmic (Homo sapiens), Q99487; recombinant PAFAH2, FP-rhodamine activity probe; inhibition, % at 3.39 µM; actives 0.99% (n = 340,000); AID 492956, 2010;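 active means inhibition above the mean over all tested compounds plus 3 SD, cut at about 30% in these data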;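 further: inhibitors block probe labeling of enzyme so polarization drops; 0% = enzyme with DMSO and 100% = wells lacking PAFAH2 protein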
# PAFAH1B3 FP inh: PAFAH1B3 enzyme inhibitors, primary screen, biochemical, fluorescence polarization, human | actives 0.28% (n = 340,000) | Platelet-activating factor acetylhydrolase IB subunit alpha1 (Homo sapiens), Q15102 | inhibition, % at 3.39 µM | AID 492972, 2010 | recombinant PAFAH1B3, FP-rhodamine probe;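 active means inhibition above the screen-wide average of all tested compounds plus 3 SD, cut at about 25% in these data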;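 further: 0% = enzyme with DMSO only and 100% = wells lacking PAFAH1B3 protein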
# EBNA-1 inhibitor: EBNA-1 DNA-binding inhibitors, primary screen, biochemical, fluorescence polarization; inhibition, % at 14.8 µM; actives 0.34% (n = 300,000); in the data active means inhibition above about 28%
# ZTA DNA inh: blocks Epstein-Barr virus ZTA, an EBNA-1 counter-screen. ZTA-DNA binding, fluorescence polarization. inhibition, % at 11 µM. actives 0.15% (n = 320,000). AID 2234; in the data active means inhibition above about 33%
# Target sequence (P03206 whole entry, looked up): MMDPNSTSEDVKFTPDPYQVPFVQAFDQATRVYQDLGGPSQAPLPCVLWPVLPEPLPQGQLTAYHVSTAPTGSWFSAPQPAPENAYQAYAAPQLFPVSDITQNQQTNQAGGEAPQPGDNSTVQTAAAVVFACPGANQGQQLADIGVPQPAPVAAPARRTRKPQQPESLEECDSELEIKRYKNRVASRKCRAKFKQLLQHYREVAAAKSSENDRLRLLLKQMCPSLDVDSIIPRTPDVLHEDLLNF
# Starred values were filed as active, the others as inactive; . = no result given. Not all compounds are listed (hit frequency here may not be typical).
canonical_smiles	LYPLA1 counter	GSTO1 inh	PREPL inh	PAD4 FP inh	LYPLA2 inh	PAFAH2 FP inh	PAFAH1B3 FP inh	EBNA-1 inhibitor	ZTA DNA inh
Cc1noc(C)c1C(=O)Nc1cccc(S(=O)(=O)N2CCOCC2)c1	0	.	9	-6	2	-7	2	.	-9
O=C(NC1CCN(Cc2ccccc2Cl)CC1)c1ccccc1	-5	1	-6	3	-8	0	5	8	-2
Cc1ccc2c(CSc3nnnn3C)cc(=O)oc2c1	2	-2	-6	-3	0	7	10	0	3
COn1c(=S)[nH]c2ccccc2c1=O	-2	3	3	-2	-3	3	-1	4	-9
CCCCCn1ccc(=N)cc1	1	15	14	-5	5	5	3	-2	-2
CC(Oc1ccc(Cl)cc1Cl)c1ccnc(N)n1 (stereo not drawn)	-2	-2	0	-1	3	1	9	1	0
Cc1ccc(Cn2ccc(NC(=O)c3noc4c3CCc3ccccc3-4)n2)cc1	-2	-3	-4	0	2	-11	3	6	3
C=CCn1c(=O)c2ccccc2n2c(=S)[nH]nc12	-1	1	4	4	4	1	16	-8	-4
COC(=O)CSc1ccc2nnc(-c3ccc(F)cc3)n2n1	2	9	4	6	-2	9	11	1	8
CCn1c(SCC(=O)Nc2nc(C)c(C)s2)nnc1-c1ccco1	-2	-3	-5	-6	3	0	7	-5	-4
CC(=O)c1ccc2noc(-c3ccccc3)c2c1	-3	6	-3	-6	-1	1	4	-9	1
CC(C)C[C@H](NC(=O)c1[nH]cnc1C(=O)N[C@@H](Cc1ccccc1)C(=O)OCc1ccccc1)C(=O)OCc1ccccc1	-16	1	-9	1	-28	-14	-10	4	-3
COc1ccc(NC(=O)CN2CCCCC2)cc1S(=O)(=O)N1CCCCC1	.	.	0	0	.	5	13	.	.
COc1cc(NC(=O)c2cc3c(Cl)nc4ccccc4c3s2)cc(OC)c1OC	-16	-11	41	3	-21	-1	6	1	14
CCOC(=O)N1CCC(N2Cc3cccc(C(=O)NCC4CCN(CC(C)C)C4)c3C2=O)CC1 (stereo not drawn)	-2	-2	10	-5	0	-3	-6	-5	-8
CCN(CC)CC(O)CN1c2ccccc2Sc2ccccc21 (stereo not drawn)	0	0	12	1	0	1	3	-11	-6
Cc1nc2ccc(C(C(F)(F)F)(C(F)(F)F)C(F)(F)F)cc2[nH]1	-5	5	-2	6	-8	2	4	10	3
Cc1cc(Cl)ccc1NNC(=O)c1snnc1C	4	13	11	2	11	2	9	5	7
COc1cc(/C=C/c2nc(-c3ccccc3O)n[nH]2)cc(OC)c1OC	-8	-19	5	-2	-11	-7	9	-1	4
CN(CC(=O)NCc1ccc(Cl)cc1)S(=O)(=O)c1cccc2cccnc12	-1	7	2	-4	-1	2	-4	-1	0
CCOC(=O)c1csc(N/N=C2\CCc3ccccc32)n1	4	6	16	1	8	-5	8	0	-11
CCOc1ccc(Br)cc1S(=O)(=O)Nc1ccc(S(=O)(=O)Nc2cc(C)on2)cc1	.	.	-2	4	.	3	9	.	.
COC(=O)C(Cc1ccccc1)NS(=O)(=O)c1ccc(F)cc1Br (stereo not drawn)	-1	1	-16	2	0	-3	9	9	-3
CN(C)Cc1c(C(=O)N/N=C/c2ccc(OCc3c(F)cccc3Cl)cc2)nnn1-c1nonc1N	0	-5	18	-6	5	-1	16	-16	3
CCCc1cc(=O)n2[nH]c(-c3ccc(Cl)cc3)cc2n1	-1	-6	13	-1	6	13	0	-7	-1

# Pulled by compound from above:
canonical_smiles	LYPLA1 counter	GSTO1 inh	PREPL inh	PAD4 FP inh	LYPLA2 inh	PAFAH2 FP inh	PAFAH1B3 FP inh	EBNA-1 inhibitor	ZTA DNA inh
CC(=O)c1ccc2noc(-c3ccccc3)c2c1	-3	6	-3	-6	-1	1	4	-9	1
CC(C)C[C@H](NC(=O)c1[nH]cnc1C(=O)N[C@@H](Cc1ccccc1)C(=O)OCc1ccccc1)C(=O)OCc1ccccc1	-16	1	-9	1	-28	-14	-10	4	-3

# Following part
canonical_smiles	LYPLA1 counter	GSTO1 inh	PREPL inh	PAD4 FP inh	LYPLA2 inh	PAFAH2 FP inh	PAFAH1B3 FP inh	EBNA-1 inhibitor	ZTA DNA inh
O=S(=O)(NCCC1=CCCCC1)c1cccc(Br)c1	0	11	5	1	3	-2	8	-13	-6
CCOC(=O)c1[nH]c2ccccc2c1CCCN1C(=O)c2ccccc2C1=O	-4	-2	4	3	-9	-3	2	4	20
CCN(CC)S(=O)(=O)c1ccc(S(=O)(=O)N(CC(=O)Nc2ccccc2)CC2CCCO2)cc1 (stereo not drawn)	-1	-2	3	1	-1	4	-2	1	5
Cc1cc2ccccn2c1C(=O)c1cccc(S(=O)(=O)N2CCOCC2)c1	-2	0	9	-1	1	4	0	-3	3
COc1ccc(CNC[C@H]2O[C@@H](n3cnc4c(N)ncnc43)[C@H](O)[C@@H]2O)cc1OC	.	.	8	2	.	-7	10	.	.
Cc1csc(NC(=O)c2ccc(-c3ccc(Cl)cc3Cl)o2)n1	-6	9	0	-14	-12	-6	-6	-4	15
O=C(O)c1nc(N2CCCCC2)ncc1Cl	3	-7	-2	-4	4	14	6	-6	2
COc1ccc(S(=O)(=O)N2CCN(C(=O)c3c(-c4ccccc4)noc3C)CC2)cc1	0	1	18	-6	-1	-3	0	-4	-2
COc1ccc(-c2nc3cnccn3c2Nc2ccc(C)cc2)cc1	-6	0	13	-7	-1	2	2	-6	0
Cc1ccc2nc(-c3ccccc3C)oc(=O)c2c1	0	-6	13	-3	0	65*	3	3	-2
CC(=O)Nc1cc2c(nc1C)nc(C)n2Cc1ccc(Br)cc1	-4	-9	-28	1	4	-4	7	3	14
CCOc1ccccc1NC(=O)CN(c1ccc(C)cc1)S(=O)(=O)c1c(C)n[nH]c1C	-3	-3	4	0	-6	4	6	0	-1
COCc1nc2ccccc2n1Cc1cccc(C)c1	-5	7	9	-2	-1	-5	-5	-8	7
O=C(NC(=S)NC1CCSC1=O)c1ccccc1F (stereo not drawn)	-1	6	7	2	0	-4	3	2	0
O=C(CCCc1ccccc1)Nc1ccnn1C1CCN(Cc2ccccc2)CC1	8	4	15	1	6	-7	4	-6	-19
CN(c1ccccc1)S(=O)(=O)c1ccc(C(=O)NNC(=O)c2ccccc2F)cc1	-1	.	4	2	3	-1	1	.	5
COc1ccc(C(=O)N2CCN(Cc3cn[nH]c3-c3ccc(OC)cc3F)CC2)cc1	-3	7	7	-2	-6	-6	9	3	-16
Cc1c([N+](=O)[O-])c(C(=O)N2CCCC2)nn1C	-2	2	6	1	-1	11	13	9	13
Cc1cc(CSCc2ccc(Cl)cc2)no1	3	0	14	0	5	0	-3	-10	-13
COc1ccccc1Nc1nc(N)nc(CN2CCC(C)CC2)n1	0	1	13	0	0	1	3	1	7
COc1ccc(N2CCN(C(=S)Nc3ccc(S(N)(=O)=O)cc3)CC2)cc1	0	-1	7	2	10	-3	10	7	23
CCCN(CC(=O)Nc1ccccc1OC)C(=O)Cc1ccccc1F	1	11	7	-1	6	5	10	19	5
O=C(CSc1nc2scc(-c3ccco3)c2c(=O)n1-c1ccccc1)N1CCOCC1	-5	5	16	2	-6	-2	0	-6	-8
Cc1ccccc1-c1cc(C(=O)NCC2CC2)nn1CC1CC(c2cccc([N+](=O)[O-])c2)=NO1 (stereo not drawn)	2	.	-33	-3	7	5	-2	.	-1
CN(Cc1ccccc1)C(=O)C1CCCN1S(=O)(=O)c1ccc(Cl)cc1 (stereo not drawn)	1	.	10	-2	-5	-12	13	.	-19

# Next compounds follow.
canonical_smiles	LYPLA1 counter	GSTO1 inh	PREPL inh	PAD4 FP inh	LYPLA2 inh	PAFAH2 FP inh	PAFAH1B3 FP inh	EBNA-1 inhibitor	ZTA DNA inh
Cc1ccc(Cn2cnc3c(nnn3Cc3ccc(Cl)cc3)c2=O)cc1	3	5	1	-1	6	-1	-6	3	-16
CCC(=O)Nc1cc(C(C)C)c(O)cc1C	0	-9	-4	2	4	-3	0	-7	-13
Cc1ccc(C)c(N(C(=O)Cn2nnc3ccccc32)C(C(=O)NCc2ccco2)c2ccncc2)c1 (stereo not drawn)	-3	-8	11	-5	0	2	3	-10	0
CCOC(=O)c1sc(NC(=O)Nc2cccc(Cl)c2)cc1C	-19	-47	19	-1	-13	-17	17	6	8
CCOCCCNC(=O)Cn1cnc2sc(C)c(S(=O)(=O)N3CCN(c4ncccn4)CC3)c2c1=O	-2	-3	3	-5	-4	1	15	-6	16
Cc1ccc(N(C)C(=O)c2ccc(CNc3c(N4CCC(C)CC4)c(=O)c3=O)cc2)cc1	5	-1	16	-3	0	-2	1	-11	-1
Cc1cc(C)cc(NC(=O)CCOc2ccccc2)c1	1	2	-10	1	2	-5	11	-4	7
O=C(N/N=C\c1ccc([N+](=O)[O-])o1)C1COc2ccccc2O1 (stereo not drawn)	1	28	22	-1	3	3	15	-6	-24
Cc1ccc(NC(=O)c2ccc(C(C)(C)C)cc2)cc1-n1cnnn1	-4	-5	-2	-2	-4	2	7	3	11
O=C(OC1CCOC1=O)c1ccc(Cl)c(S(=O)(=O)N2CCOCC2)c1 (stereo not drawn)	2	.	6	2	9	4	8	.	10
COCCCn1c(SCC(=O)NC2CCCC2)nnc1-c1cccs1	-2	4	-2	7	-7	-4	10	-10	1
Cc1ccc(S(=O)(=O)N2CCC(C(=O)NCCN3CCOCC3)CC2)cc1C	4	3	0	4	4	2	3	1	-14
COc1ccccc1C1(O)C(=O)Nc2ccccc21 (stereo not drawn)	-3	3	7	-1	-3	-5	5	10	-4
COc1ccc(OC)c(NC(=O)c2cccnc2Sc2cc(C)ccc2C)c1	2	4	3	-1	11	1	0	10	4
COc1ccc(OC)c(-c2csc(NC(=O)Cc3cc(OC)c(OC)c(OC)c3)n2)c1	-1	3	-6	1	-5	-4	4	-6	-6
CC(=O)Oc1ccc(-c2csc(Nc3cccc(C)n3)n2)cc1	3	-6	1	-2	-1	7	14	-2	-9
Cc1ccc2nc(-c3ccccc3)cc(C(=O)O)c2c1	-1	-16	-5	0	-2	1	-4	15	1
COc1ccccc1NC(=O)CCN1C(=O)c2ccccc2C1=O	-11	-2	7	-6	1	1	7	5	-2
CCOC(=O)Cc1csc(NC(=O)COc2cccc(C)c2)n1	-1	8	10	0	-4	15	3	-1	7
COc1ccc(N(C(=O)C(C)C)S(=O)(=O)c2ccc3ccccc3c2)cc1	-3	6	3	-1	-1	2	9	-7	-4
CCOc1ccc(Br)cc1C(=O)N/N=C/c1c[nH]c2ccccc12	-4	-1	3	0	-7	3	10	10	4
N#Cc1ccc(NC(=O)COC(=O)CNC(=O)C2CCCCC2)cc1	6	9	17	2	3	-5	6	5	-13
COc1ccc(OC)c2c1sc(=NC(=O)C(C)(C)C)n2C	-2	-4	13	1	2	-4	-6	9	-4
O=C1CSC2(C(=O)N3CCCc4cccc2c43)N1c1cccc(C(F)(F)F)c1 (stereo not drawn)	1	-3	14	18*	6	0	4	6	-13
CCOC(=S)NC(=O)c1sc2ccccc2c1Cl	-1	-22	1	1	0	-11	9	-1	-13
